H9c2 TAG inh: inhibitors of triacylglycerol accumulation, primary screen, cell-based, uHTS, fluorescence, H9c2; 230,000 tested, 0.66% active; AID 651582, 2012; H9c2 cells, Nile Red lipid (TAG) fluorescence; cells loaded with 200 µM oleic acid; inhibition, % at 12.5 µM;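 active = pattern-corrected inhibition of lipid staining of at least 50% with the nuclear-stain viability signal not falling by more than 50%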;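 note: 0% = DMSO wells and 100% = triacsin C control wells; some results filed as inactive read as strong as hits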
H9c2 TAG inh DAPI viability: also measured in H9c2 TAG inh; calls as there; DAPI nuclei signal change (viability), lower = more cytotoxic, %;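 whole-well DAPI fluorescence read on a plate reader as a viability signal; minus 50 percent equals half of cells still viable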
* marks the source's active call; other numbers are inactive results.

SMILES	H9c2 TAG inh	H9c2 TAG inh DAPI viability
Cc1ccc(S(=O)(=O)N2CCCCC2)cc1NC(=O)c1nn(C)c(=O)c2ccccc12	-2	4
COc1ccc(CS(=O)(=O)/C(Cl)=C(/Cl)C(=O)Nc2ccc(OC)nc2)cc1	81	-62
OCC12COC(c3ccccc3)N1C(c1ccccc1)OC2 (stereo not given)	-22	10
O=C(Nc1ccc(C(=O)N2CCOCC2)cc1)Nc1ccc(Cl)cc1Cl	8	-8
CCCNC(=O)C1(C)CCCN(Cc2cccc3ccccc23)C1 (stereo not given)	-8	8
CCC(Sc1nc2n[nH]c(C)c2c(=N)n1-c1ccc(C)c(Cl)c1)C(=O)N1CCOCC1 (stereo not given)	32	-1
CCC(C)Sc1nnc(Cc2cc(=O)[nH]c(=O)[nH]2)n1-c1ccc(F)cc1 (stereo not given)	13	-5
CC(C)Cn1c(N)c(C(=O)COC(=O)c2cc(-c3ccco3)nc3ccccc23)c(=O)n(C)c1=O	12	0
COc1ccc(NC(=O)CN2CCN(c3ccc(C)cc3C)CC2)cc1	-5	0
CCOCCCn1c(SCC(=O)NC(C)(C)C)nc2ccccc2c1=O	-20	1
Cc1ccc(C(=O)NC(=S)NNC(=O)c2ccc([N+](=O)[O-])cc2)cc1	4	1
CCc1cccc(C)c1NS(=O)(=O)Cc1ccccc1	-11	-10
CCC1CCCCN1C(=O)CSC1=NN2CCCC(=O)N=C2S1 (stereo not given)	-2	1
CCOC(=O)C1=CC[C@@H](c2ccccc2Cl)N(S(=O)(=O)c2ccc(C)cc2)[C@H]1C(=O)OCC	2	-9
CCC(C)NC(=S)N1CCN(Cc2ccc3c(c2)OCO3)CC1 (stereo not given)	-5	11
Cc1cn([C@H]2C[C@H](O)[C@@H](CNS(=O)(=O)c3ccc(NS(=O)(=O)N(C)C)cc3)O2)c(=O)[nH]c1=O	-8	7
CCCCn1c(N)c(N(CC(C)C)C(=O)c2cccc(S(=O)(=O)N3CCN(C(C)=O)CC3)c2)c(=O)[nH]c1=O	-13	4
CC(C)[C@H](NC(N)=O)C(=O)NCCc1ccc(Cl)cc1	-6	-2
CSc1ccccc1NC(=O)c1cnc2n(c1=O)CCS2	-7	0
COc1ccc(-c2cnc(SCC(=O)Nc3nc(C(C)(C)C)cs3)n2Cc2ccco2)cc1	47	-12
Cc1ccccc1C(c1ccccc1Cl)N(C)C (stereo not given)	2	6
CC(=O)NS(=O)(=O)c1ccc(NC(=S)NC(=O)c2ccco2)cc1	13	-9
CCCc1cc(C(=O)NCc2cccs2)no1	-3	-7
COc1ccc(N=Nc2[nH]c3ccc(C)cc3c2O)cc1	8	-2
O=C(O)c1ccc(CNCc2cc(Cl)ccc2O)cc1	-2	-3

Next results follow.
SMILES	H9c2 TAG inh	H9c2 TAG inh DAPI viability
O=C(O)CC1S/C(=N/N=C/C2CC=CCC2)NC1=O (stereo not given)	-5	0
CCOC(=O)N1CCC(NC(=O)C(NS(=O)(=O)c2ccc3c(c2)CCN3C(=O)CC)C(C)C)CC1 (stereo not given)	5	-9
O=C1NC(=O)c2cc(NC(=O)C3COc4ccccc4O3)ccc21 (stereo not given)	-6	-10
O=C(c1cccc(S(=O)(=O)NCc2ccccc2)c1)N1CCN(c2cccc(C(F)(F)F)c2)CC1	3	-3
COc1cc(Cl)c(C)cc1NC(=O)COc1ccc(C)nc1[N+](=O)[O-]	-6	3
O=C(NCCCCCCNC(=O)c1cncc(O)c1)c1cncc(O)c1	-14	12
Cc1nn(CC(=O)NNC(=S)NCC2CCCO2)c(C)c1Br (stereo not given)	7	5
COc1ccc(S(=O)(=O)N2CCN(C(=O)C3CCC3)CC2)cc1	0	2
CC(C)Cn1cnc2sc3c(c2c1=N)CCCC3	-6	2
COc1ccc(N2CCN(c3ncnc4c3[nH]c3ccccc34)CC2)cc1	-26	6
CCOc1ccccc1NC(=O)C1CCN(C(=O)NCc2ccccc2)CC1	63*	-0.4*
CCOC(=O)c1c(-c2ccccc2)oc2ccc(OC(C)C(=O)O)cc12 (stereo not given)	5	18
C[n+]1c(-c2ccccc2)cc2c(=Cc3ccc([N+](=O)[O-])cc3)c3ccccc3n21	-22	11
O=Cc1cccn1-c1cccc([N+](=O)[O-])c1	12	-6
CCC(NC(=O)NNC(=O)c1ccncc1)(C(F)(F)F)C(F)(F)F	-3	-2
O=C(Cc1cccc(NC(=O)C2CCN(C(=O)c3ccccc3)CC2)c1)Nc1cccc(C(=O)N2CCCCC2)c1	-11	5
CN(C(=O)c1ccc(OC2CCN(CCc3ccccc3)CC2)cc1)C1CCCCC1	-5	24
O=C(CN1CCCCCC1)Nc1cccc(NC(=O)CN2CCCCCC2)c1	-1	11
CCC(=O)Nc1cccc(-n2nnnc2SCC(=O)N2CCCCC2)c1	-6	1
CCOc1cc(/C=N/O)cc(Br)c1OCc1ccc(Cl)cc1	-42	2
Cc1cc(=O)[nH]c(N2CCN(C(c3ccccc3)c3ccccc3)CC2)n1	-21	8
CCOC(=O)N1CCC(N(CCN(C)C)C(=S)Nc2ccccc2OC)CC1	-3	17
Cc1cccc(C)c1N(CC(=O)N1CCCC1)S(C)(=O)=O	6	-7
O=C(Nc1ccc(Oc2ccc(C(F)(F)F)cn2)c(Cl)c1)C1CC1	11	-19
O=C(NCCCn1ccnc1)c1cc(C(=O)C2CC2)c[nH]1	5	-6

More records.
SMILES	H9c2 TAG inh	H9c2 TAG inh DAPI viability
Cc1cc(C)cc(S(=O)(=O)c2cnc3ccccc3n2)c1	-12	5
CCOc1ccc(S(=O)(=O)N(CC)CC(=O)NC2CC2)cc1	-2	6
C=CCn1c(SCc2nc(N)nc(N(C)C)n2)nnc1-c1cccnc1	8	3
Cc1cccc(NS(=O)(=O)c2ccc(C)c(C(=O)NCC(c3ccco3)N3CCCCC3)c2)c1 (stereo not given)	-19	6
O=C(Cc1cccc(C(F)(F)F)c1)Nc1cccc(S(=O)(=O)N2CCCC2)c1	-10	0
CO/N=C(\Cn1ncc(N2CCCC2)c(Cl)c1=O)c1ccc(Cl)cc1	-28	-3
O=C(Cn1c(=O)sc2ccccc21)Nc1ccccc1	-1	4
COc1ccc(CN(C(=O)c2oc3ccc(F)cc3c2C)C2CCS(=O)(=O)C2)cc1 (stereo not given)	10	-10
CCC(C(=O)O)P(=O)(c1ccc(Cl)cc1)c1ccc(Cl)cc1 (stereo not given)	-8	5
CC12COC3(C(=O)N4CCN(c5ccccn5)CC4)CC1CCC32C (stereo not given)	-10	7
COc1ccc(C)cc1NC(=O)CN(c1ccc(C)cc1)S(C)(=O)=O	-1	-2
CCOc1ccc(CCNC(=O)c2cccc(C#N)c2)cc1OCC	30	5
CCN(Cc1cc(=O)[nH]c2ccccc12)C(=O)C(C)C	-3	16
Cc1cc(C)c2ccc(C)[n+]([O-])c2c1O	-1	-9
CCCn1cc(S(=O)(=O)CC(=O)N2CCc3ccccc32)c2ccccc21	-6	-5
C=C(C)Cn1c(C2CC(=O)N(Cc3ccccc3)C2)nc2ccccc21 (stereo not given)	1	-4
CCN1C(=O)[C@@H]2[C@@H](c3ccc(-c4ccc(Cl)c(Cl)c4)cc3)N3CCC[C@@]3(C(=O)OC)[C@@H]2C1=O	-8	9
Cc1nc(-c2cccc(NC(=O)c3cccc(S(=O)(=O)N4CCCC4)c3)c2)cs1	-16	7
CCOc1ccc(C2c3[nH]c4ccccc4c3CCN2Cc2cccn2-c2ncccn2)cc1 (stereo not given)	23	-15
CCc1ccccc1NC(=O)CN1CCN(C(=O)CNC(=O)c2ccccc2F)CC1	-14	-1
CCOC(=O)C1=C(C)NC(=O)NC1c1cc(C)sc1C (stereo not given)	6	-9
CC(C)N(C(=S)Nc1cccc(C(F)(F)F)c1)C(C)c1ccccn1 (stereo not given)	-11	-7
COc1ccc2[nH]c(=O)c(CN(Cc3cccs3)C(=S)Nc3cccc(C)c3)cc2c1	11	-5
COc1ccccc1-c1cnc(C(O)c2ccc(F)c(F)c2)[nH]1 (stereo not given)	-9	4
O=C(Nc1ccn(CCCN(CCCn2ccc(NC(=O)OCc3ccccc3)nc2=O)CCc2cc3ccccc3[nH]2)c(=O)n1)OCc1ccccc1	34	8

Other records
SMILES	H9c2 TAG inh	H9c2 TAG inh DAPI viability
O=C(NCc1ccco1)C1CCCN1C(=O)Nc1ccccc1Cl (stereo not given)	12	-2
CC(=O)Nc1ccc(S(=O)(=O)NC(C)C(=O)NC(C)c2ccccc2)cc1 (stereo not given)	10	-2
COc1cc(NC(=O)CNc2cccc(S(=O)(=O)N3CCCC3)c2)cc(OC)c1	-1	8
O=C(NCC(c1ccco1)N1CCc2ccccc2C1)C(=O)Nc1ccc(F)cc1F (stereo not given)	26	-15
Cc1cc(C)n(CC(=O)n2nc(C)cc2C)n1	4	-1
Cc1cc(C)c2c(N)c(C(=O)NN)sc2n1	-5	10
Cc1ccc(S(=O)(=O)N(CC(=O)O)c2ccc(Cl)c(C(F)(F)F)c2)cc1	19	-3
CS(=O)(=O)c1ccc2nc(NC(=O)C3COc4ccccc4O3)sc2c1 (stereo not given)	-22	-1
Cc1ccsc1C(=O)OCC(=O)N1CC(C)CC(C)C1 (stereo not given)	-7	2
COC(=O)C1CCN(C(=O)c2ccc(OC)c(S(=O)(=O)N3CCCc4ccccc43)c2)CC1	2	-7
Cc1cc[n+](-c2ccccc2)c2ccccc12	-55	10
C[C@H](CO)N1C[C@H](C)[C@@H](CN(C)S(=O)(=O)c2cccs2)Oc2ccc(NC(=O)c3ccncc3)cc2C1=O	8	-4
CCOC(=O)C1C(=O)CC(C)(O)C(C(=O)OCC)C1c1ccc(NC(C)=O)cc1 (stereo not given)	2	-11
CC(C)CN1C(=O)c2ccc(NC(=O)Cc3ccccc3)cc2C1=O	2	32
CCN(CC)C(=O)C1=C(C)N(CCCOC)C(=O)C(CC(=O)NCCc2ccccn2)C1 (stereo not given)	2	-5
O=C(Cc1cccs1)N(Cc1cccs1)C1(C(=O)NC2CCCCC2)CCCCC1	27	-14
COc1ccc(NC(=O)N2CCCC(c3nc(-c4ccc(F)cc4)no3)C2)cc1 (stereo not given)	-7	-1
Cc1cccc(NC(=S)c2nc3ccccc3s2)c1	8	0
C[C@H]1CN([C@@H](C)CO)C(=O)c2cc(C#CC3CCCC3)cnc2O[C@H]1CN(C)C(=O)Cc1ccccn1	5	5
COc1ccc(-c2nc(C3CCCCC3)c3cc(OC)ccc3n2)cc1	7	1
CCN(CC)CCNC(=O)c1ccc(-n2c(C)cc3c2CCCC3=O)cc1	7	-5
O=C(NCc1ccco1)c1cc(-c2ccccc2)c(N2CCOCC2)s1	-3	8
O=C(NC(=S)N1CCN(c2ccccc2)CC1)c1ccco1	5	4
C=CCC[C@@H](Cc1ccc(F)cc1)C(=O)OCCNC(=O)[C@H](CC=C)CC(=O)NCCO	4	-5
NS(=O)(=O)c1cccc(NC(=O)COC(=O)C2CCN(S(=O)(=O)c3cccs3)CC2)c1	12	-12

Overlap with the part before: 4 compounds, then new ones.
SMILES	H9c2 TAG inh	H9c2 TAG inh DAPI viability
O=C(NCc1ccco1)c1cc(-c2ccccc2)c(N2CCOCC2)s1	-3	8
O=C(NC(=S)N1CCN(c2ccccc2)CC1)c1ccco1	5	4
C=CCC[C@@H](Cc1ccc(F)cc1)C(=O)OCCNC(=O)[C@H](CC=C)CC(=O)NCCO	4	-5
NS(=O)(=O)c1cccc(NC(=O)COC(=O)C2CCN(S(=O)(=O)c3cccs3)CC2)c1	12	-12
C=CCn1c(SCC(=O)N2CCN(c3ccc(F)cc3)CC2)nnc1-c1ccco1	-36	6
CSCC[C@H](NC(=O)c1cccc(S(=O)(=O)N2CCCCC2)c1)c1nc2ccccc2[nH]1	-2	-7
Cc1cc(/C=N/NS(=O)(=O)c2ccc(F)c(Cl)c2)no1	10	-17
CCc1cc2c(NCCC(=O)O)nc(C)nc2s1	4	-18
CC(=O)Nc1ccc2nc(SCC(=O)NCCOc3ccccc3)sc2c1	8	5
CC1CCCCN1C(=O)CCn1c(=O)oc2ccccc21 (stereo not given)	-4	4
COc1ccc(-c2cc(-c3ccccc3)c(C#N)c(S(C)=O)n2)cc1 (stereo not given)	35	29
CN1CCN(C(=O)c2ccccc2NC(=O)Cc2ccccc2)CC1	-4	-6
O=C(c1ccc(Cl)cc1)N1N=C(c2ccccn2)CC1(O)C(F)(F)F (stereo not given)	-8	-10
CCN(CC)C(=O)Oc1ccnc2cc(Cl)ccc12	3	-4
O=C(NC(Cc1c[nH]c2ccccc12)C(=O)N/N=C/c1cccnc1)c1cccs1 (stereo not given)	-12	0
NS(=O)(=O)c1ccc(CCNC(=O)COC(=O)C2CCN(c3ccc(C(F)(F)F)cn3)CC2)cc1	5	-1
O=S(=O)(c1ccc(NCCOc2ccccc2)nc1)N1CCCC1	-26	-4

Compound profiles (already shown). Values in the order: H9c2 TAG inh	H9c2 TAG inh DAPI viability
O=C(NC(Cc1c[nH]c2ccccc12)C(=O)N/N=C/c1cccnc1)c1cccs1 (stereo not given) as listed: -12	0
C=CCn1c(SCC(=O)N2CCN(c3ccc(F)cc3)CC2)nnc1-c1ccco1 as listed: -36	6
O=S(=O)(c1ccc(NCCOc2ccccc2)nc1)N1CCCC1 as listed: -26	-4
CCc1cc2c(NCCC(=O)O)nc(C)nc2s1 as listed: 4	-18
Cc1cc(/C=N/NS(=O)(=O)c2ccc(F)c(Cl)c2)no1 as listed: 10	-17

An excerpt; count on the stated rates, not on these rows.
